D1 potentiator – human D1 dopamine receptor positive modulation | P21728 | HEK293 TREx D1 cells, calcium flux, dopamine EC20 potentiation | potentiation, % at 10 µM | actives 0.036% (n = 360,000) | AID 504651; in the data active = potentiation above about 30%; note: 0% is about no effect
RXFP1 antag – antagonists of human relaxin receptor RXFP1; Q9HBX9; HEK293-RXFP1, relaxin-stimulated cAMP HTRF, 30 min; hits give low values; activity change, negative = inhibition, % at 57.5 µM; actives 0.59% (n = 350,000); AID 1259400;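 active = activity change of -60% or lower, but not beyond a set lower limit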; note: % is set by controls: 0 for no effect and ±100 for the full control effect
D2 antagonist – antagonists of human D2 dopamine receptor; HEK293 TREx D2 cells, calcium flux, dopamine EC80; inhibition, % at 10 µM; actives 2% (n = 340,000); in the data active = inhibition above about 30%; note: 0% is about no effect
Target sequence (P14416 whole entry, looked up): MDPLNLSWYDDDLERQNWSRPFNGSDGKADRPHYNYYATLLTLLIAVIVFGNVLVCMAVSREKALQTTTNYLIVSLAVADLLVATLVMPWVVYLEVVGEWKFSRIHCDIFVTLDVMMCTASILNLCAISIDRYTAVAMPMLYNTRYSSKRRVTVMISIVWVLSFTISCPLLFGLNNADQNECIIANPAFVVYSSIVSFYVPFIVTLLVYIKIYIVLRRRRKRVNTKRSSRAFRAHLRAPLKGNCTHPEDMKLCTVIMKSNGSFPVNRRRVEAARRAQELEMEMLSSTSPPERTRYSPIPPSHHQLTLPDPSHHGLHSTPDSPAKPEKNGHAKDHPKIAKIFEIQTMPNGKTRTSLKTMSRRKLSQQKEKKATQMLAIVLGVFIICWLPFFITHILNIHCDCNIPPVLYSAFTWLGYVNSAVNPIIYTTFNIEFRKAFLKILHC
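Tetracycline-induced HEK293 TREx cells expressing D2 receptor forced-coupled to calcium signalling, loaded with no-wash calcium dye. Compounds added and calcium flux read 180 s, then dopamine added at EC80 and read a further 180 s.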
TRHR ag – TRH receptor (human) agonism. P34981. TRHR cells, calcium flux fluo-8, FDSS agonist mode. activation, % at 2 µM. actives 0.18% (n = 360,000). AID 493084; note: 0% is about no effect
Target sequence (P34981 whole entry, looked up): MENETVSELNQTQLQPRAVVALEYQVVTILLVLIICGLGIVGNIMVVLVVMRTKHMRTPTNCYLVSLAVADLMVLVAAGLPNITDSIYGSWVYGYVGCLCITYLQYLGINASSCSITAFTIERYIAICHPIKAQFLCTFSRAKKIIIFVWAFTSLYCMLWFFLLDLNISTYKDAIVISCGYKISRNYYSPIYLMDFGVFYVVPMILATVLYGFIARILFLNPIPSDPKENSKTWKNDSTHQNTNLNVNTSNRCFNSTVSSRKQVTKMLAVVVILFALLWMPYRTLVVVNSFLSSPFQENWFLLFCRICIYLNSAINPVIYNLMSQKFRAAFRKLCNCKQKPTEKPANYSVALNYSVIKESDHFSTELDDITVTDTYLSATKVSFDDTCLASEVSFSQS
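Fluo-8-loaded TRHR cells; 10 s baseline, compound added, kinetic Ca2+ fluorescence read 1/s, agonist mode.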
D2 potentiator – positive allosteric modulators of human D2 dopamine receptor | P14416 | HEK293 T-REx D2, calcium flux, EC20 dopamine potentiation | potentiation, % at 10 µM | actives 0.34% (n = 340,000);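 active = potentiation over 3 SD above the plate norm, cut at about 30% in these data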; note: 0% is about no effect
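Potentiation of an EC20 dopamine calcium response measured kinetically over 180 s, after a preceding 180 s compound-only read flagging agonists. Cells: inducible Hek293 Trex D2 line, 4000/well, cultured overnight at 30 C before dye loading.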
D1 ag – agonists of human D1 dopamine receptor. AID 504660. P21728. activation, % at 2 µM. HEK293 T-REx D1 cells, calcium flux, agonist mode. actives 1% (n = 360,000); note: 0% is about no effect
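Inducible HEK293 T-REx D1 cells, force-coupled to calcium signalling, were plated at 4000 cells/well with tetracycline and held overnight at 30 C. After no-wash calcium dye loading, compound-evoked calcium rise over 180 s flagged agonists.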
D2 ag – agonists of human D2 dopamine receptor; P14416; HEK293 T-REx D2 cells, calcium flux agonist mode; activation, % at 2 µM; actives 0.53% (n = 340,000); AID 485358;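 active = activation over 3 SD above normal in the single-dose calcium agonist read, cut at about 30% in these data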; note: 0% is about no effect
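Agonism scored from kinetic calcium signal (1 read/sec, 180 s) following compound pin transfer, after a 10 s baseline. Cells: HEK293 Trex line expressing inducible D2 receptor coupled to calcium, dye-loaded after overnight culture at 30 C.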
TRHR PAM – TRH receptor (human) allosteric enhancement | TRHR cells, fluo-8 calcium fluorescence, EC20 TRH enhancement | enhancement, % at 2 µM | actives 0.66% (n = 360,000) | AID 493056; in the data active = enhancement above about 30%; note: 0% is about no effect
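Enhancer read-out: after compound pinning and an initial kinetic agonist-mode read, an EC20 of TRH (10 nM final) was injected and fluo-8 calcium signal (Ex 480/Em 530) followed at 1 s/cycle for 100 cycles in TRHR-expressing cells.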
D1 antag – human D1 dopamine receptor antagonism. activity change, negative = inhibition, % at 10 µM. HEK293 TREx D1 cells, calcium flux, dopamine EC80; hits give low values. actives 3.2% (n = 360,000); in the data active = activity change below about -30%; note: % is set by controls: 0 for no effect and ±100 for the full control effect
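Inducible Hek293 Trex D1 cells (tetracycline, overnight, 30 C). Calcium dye 30–90 min RT. Antagonist mode: EC80 dopamine added after 180 s compound read.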
Active calls of the source: *; · = no result given; & = joins results of further samples. Cut-off read from the data, not from the text of the source, unless noted: active = activation above about 30%; inactive = the rest. Random draw from the library; overall some 7.1% were active at least once.

Structure	D1 potentiator	RXFP1 antag	D2 antagonist	TRHR ag	D2 potentiator	D1 ag	D2 ag	TRHR PAM	D1 antag
CCS(=O)(=O)N1N=C(c2ccccc2)CC1c1ccc2nccnc2c1 (centres undefined)	-1	5	12	0.2	-6	3	-2.4	-3	-14
Cn1c(NCCCO)nc2c1c(=O)n(Cc1cccc(F)c1)c(=O)n2C	1	-7	·	0.0	17	0	-0.8	9	4
CN(C)C=NC(=O)c1cc(C(=O)c2ccc(F)cc2)c[nH]1	1	-12	5	-0.3	-1	2	-0.1	-10	0
Cc1ccc(NC(=O)Cc2ccc(-n3c(C)nc4cccnc43)cc2)cc1C	-1	-13	·	-0.4	0	0	-0.5	5	1
Cc1cccc(C(=O)N[C@H](C(=O)Nc2nc3ccccc3[nH]2)C(C)C)c1	5	7	6	-0.7	-12	3	-0.2	-1	-3
CCOC(=O)N1CCN(C(=O)COc2cccc3c2CCN(CC)C3=O)CC1	-7	-7	1	1.8	4	2	-0.1	1	7
COc1ccc(Nc2nc(N)c(C(=O)c3ccc(F)cc3)s2)cc1	0	2	7	2.1	8	3	1.3	10	11
Cc1ncc([N+](=O)[O-])n1Cc1ccccc1	-7	1	-5	2.2	10	4	1.3	-3	-19
CCOC(=O)C1=C(C)Nc2ncnn2C1c1ccc2c(c1)OCO2 (centres undefined)	-1	-1	10	-0.7	20	1	0.0	7	-7
COc1ccc(CC(=O)NCC2CCCN(Cc3ccc(SC)cc3)C2)cc1 (centres undefined)	-7	-1	-3	0.1	-13	4	-0.1	-2	-1
O=S(=O)(Nc1nccs1)c1ccc2c(c1)OCCO2	-5	-4	2	0.3	-6	3	1.3	-1	5
CC(O)CNc1ccc(-c2n[nH]c(=O)c3ccccc23)cc1[N+](=O)[O-] (centres undefined)	-7	10	8	-0.2	5	0	-0.1	-1	-5
COc1cccc(C(=O)Nc2nnc(Cc3ccc(OC)c(OC)c3)s2)c1	2	-18	10	-1.3	6	4	-1.8	17	-6
O=C(COC(=O)c1cc([N+](=O)[O-])ccc1N1CCOCC1)Nc1ncc(Cl)cc1Cl	12	-2	6	-1.4	-3	1	0.2	-3	6
COc1ccc(CNC(=O)C2CC(C)=C(C)CC2C(=O)O)cc1 (centres undefined)	-1	-2	-5	-0.4	-1	-2	0.3	-2	·

Arranged by the number under TRHR ag (largest number first): 5 of the compounds above.
mol,TRHR ag
COc1ccc(Nc2nc(N)c(C(=O)c3ccc(F)cc3)s2)cc1,2.1
CCOC(=O)N1CCN(C(=O)COc2cccc3c2CCN(CC)C3=O)CC1,1.8
CC(O)CNc1ccc(-c2n[nH]c(=O)c3ccccc23)cc1[N+](=O)[O-] (centres undefined),-0.2
CN(C)C=NC(=O)c1cc(C(=O)c2ccc(F)cc2)c[nH]1,-0.3
O=C(COC(=O)c1cc([N+](=O)[O-])ccc1N1CCOCC1)Nc1ncc(Cl)cc1Cl,-1.4

(listing goes on)
Structure	D1 potentiator	RXFP1 antag	D2 antagonist	TRHR ag	D2 potentiator	D1 ag	D2 ag	TRHR PAM	D1 antag
COc1ccc(C(C)=O)cc1CSc1nnnn1-c1ccc(O)cc1	-7	-1	7	-0.1	4	3	-1.8	-2	-35*
Cc1nc2cc(Cl)ccc2n1-c1ccccc1	-10	-7	0	-0.9	8	1	0.4	5	-15
CCc1ccc(C(C)(O)C(CN2CCOCC2)c2ccccc2)cc1 (centres undefined)	-1	-13	6	-0.1	-1	2	0.4	-3	-1
Clc1ccc(C2[C@H]3CN(Cc4ccc(-c5ccccc5)cc4)[C@H](c4ccccc4)C34CC2(c2cccnc2)C4)cn1 (some centres undefined)	-5	·	-4	0.1	-7	6	-0.5	1	-3
CC(=O)N1CCCc2cc(S(=O)(=O)N3CCCC(C(=O)Nc4cccc(F)c4)C3)ccc21 (centres undefined)	-9&-4	3&-15	-6	0.1&-0.3	-2&11	1&0	0.0&-1.1	11&-4	13&-2
CCOC(=O)c1ccccc1NC(=O)COC(=O)C1CC(=O)N(c2ccc3c(c2)OCCO3)C1 (centres undefined)	-1	-13	17	0.3	-2	6	0.0	-1	-12
CN(CC(=O)Nc1cccc(F)c1)C(=O)CCNC(=O)c1ccco1	-8	9	-21	-0.2	-3	3	-0.5	3	-3
CCCc1c(C(=O)Nc2ccc(F)cc2F)cnn1-c1ccccc1	-4	-14	-1	0.7	-3	10	0.1	3	-7
Cc1ccc(S(=O)(=O)CCC(=O)Nc2ccc3nc(C)sc3c2)cc1	-3	-4	-2	0.0	15	4	-0.1	0	-8
COc1ccc(CN(C(=O)c2ccccc2Br)C2CCS(=O)(=O)C2)cc1 (centres undefined)	-3	3	-27	-0.2	-1	2	0.3	0	-3
O=C(CCCc1ccccc1)Nc1cccnc1Cl	12	-1	-4	-1.1	2	5	-1.0	6	6
COc1ccc(NC(=O)c2ccc(CNS(=O)(=O)c3ccc4c(c3)C(C)(C)C(=O)N4C)cc2)cc1	1	-16	·	0.2	-17	4	-0.6	-1	1
O=C(O)c1ccc2c(c1)-c1cc(C(=O)O)ccc1S2(=O)=O	0	5	-7	1.5	-14	2	0.1	-3	7
COc1cccc(NC(=O)CN(c2ccc([N+](=O)[O-])cc2)S(=O)(=O)c2ccccc2)c1	-6	0	10	-1.0	0	6	0.8	-5	4
CC1(C)Cc2c(sc3nc(NCCN4CCOCC4)n4ncnc4c23)CO1	-7	-9	-12	0.3	-5	1	0.6	4	15

3 structures from above, ordered by length of the SMILES, rising.
Structure	D1 potentiator	RXFP1 antag	D2 antagonist	TRHR ag	D2 potentiator	D1 ag	D2 ag	TRHR PAM	D1 antag
Cc1ccc(S(=O)(=O)CCC(=O)Nc2ccc3nc(C)sc3c2)cc1	-3	-4	-2	0.0	15	4	-0.1	0	-8
CC(=O)N1CCCc2cc(S(=O)(=O)N3CCCC(C(=O)Nc4cccc(F)c4)C3)ccc21 (centres undefined)	-9&-4	3&-15	-6	0.1&-0.3	-2&11	1&0	0.0&-1.1	11&-4	13&-2
COc1cccc(NC(=O)CN(c2ccc([N+](=O)[O-])cc2)S(=O)(=O)c2ccccc2)c1	-6	0	10	-1.0	0	6	0.8	-5	4

(list continues)
Structure	D1 potentiator	RXFP1 antag	D2 antagonist	TRHR ag	D2 potentiator	D1 ag	D2 ag	TRHR PAM	D1 antag
Cn1nc(N)c2c(-c3ccccc3)c(C#N)c(N)nc21	4	-4	4	0.7	6	0	0.5	-3	-3
COCc1cc(=O)n2c(-c3ccccc3OC)n[nH]c2n1	6	15	-4	0.1	-3	3	0.4	-1	-10
Cn1c(=O)[nH]c2nc[nH]c2c1=O	-5	·	-1	0.1	-1	-1	0.2	0	9
COc1cc(/C=N/n2cnc3c(sc4nc(C)cc(C)c43)c2=O)ccc1O	2	-10	0	0.1	-6	1	-0.2	1	-8
Cn1cc(Cl)nc1C(O)c1ccccc1 (centres undefined)	-8	-11	8	-1.2	-5	2	-0.5	-5	-7
CCc1ccccc1NC(=O)CSc1nc2c(oc3ccccc32)c(=O)n1C	-5	·	·	-0.5	1	1	·	1	10
CCn1cnc2c(Nc3ccc(CC(=O)N=C(N)N)cc3)nc(C#N)nc21	5	·	·	-1.3	·	0	·	1	7
Cc1c(NC(=O)C(=O)/C=C(/O)c2ccccc2)c(=O)n(-c2ccccc2)n1C	-5	·	4	-0.1	-9	3	0.6	-1	7
CN(C)c1oc(-c2ccccc2F)nc1C#N	-1	·	·	-0.1	·	-1	·	-1	7
O=S(=O)(NCCC1=CCCCC1)c1ccccc1Cl	-5	3	8	-0.8	-6	8	0.8	-5	-3
COc1ccccc1C(=O)NC(=O)COC(=O)Cn1cnc2c1c(=O)n(C)c(=O)n2C	-8	-3	·	0.2	·	2	·	-16	20
COc1ccc(C(=O)N/C(=C\c2ccco2)C(=O)NC2CCS(=O)(=O)C2)cc1 (centres undefined)	-4	18	-1	0.5	·	2	0.2	-3	-10
COC(=O)CN1C(=O)C(C)(C)c2cc(S(=O)(=O)Nc3ccc(C(C)C)cc3)ccc21	-4	-7	·	1.7	11	17	4.2	4	-1
CC(C)N=C(NS(=O)(=O)c1ccccc1)C(Cl)(Cl)Cl	-2	9	23	-0.8	-6	6	0.4	3	-2
CC(C)CNC(=O)c1cccc(C(=O)NCC(C)C)c1	0	9	-8	-0.3	23	2	0.1	-5	-1
C=CC(=O)NN(C)c1ncc(C(F)(F)F)cc1Cl	-2	10	-2	0.2	4	3	0.1	28	-7
O=C(COC(=O)[C@@H]1CCCN1C(=O)c1cccs1)Nc1ccc(F)cc1[N+](=O)[O-]	-2	-11	-8	0.3	1	1	-0.2	8	0
Cc1ccc2c(c1)cc(CN(Cc1cccnc1)C(=O)c1ccccc1)c1nnnn12	3	-4	6	-0.5	5	3	-0.5	-4	-6
COCCOc1nc2c(c(=O)n(C)c(=O)n2C)n1Cc1cccc(OC)c1	-3	-1	27	-1.5	11	1	0.3	7	1
CC(=O)c1c(C)[nH]c(C(=O)OCc2ccc(F)cc2Cl)c1C	-4	1	-6	0.1	14	20	1.5	0	-8
CCn1cc(C(=O)Nc2cccc(C(=O)OC)c2)c(=O)c2ccc(C)nc21	-3	-12	9	0.4	1	2	-0.6	-3	10
CC(C)C1COC(c2cccc3ccccc23)=N1 (centres undefined)	-4	·	-7	-0.1	5	1	1.3	7	-4
CCOC(=O)c1ccc(NNC(C)=O)c([N+](=O)[O-])c1	3	3	5	-0.4	-1	2	0.4	-15	-9
COc1ccccc1C(c1nnnn1Cc1ccccc1)N1CCN(c2nc3ccccc3s2)CC1 (centres undefined)	-4	-5	-24	0.1	10	3	-0.2	-3	27
CC(C)(C)c1ccc(C(=O)Nc2ccc(-c3nc4cc(Cl)ccc4o3)cc2)cc1	0	0	·	1.6	6	0	1.2	29	4
Nc1nc(NC(=O)c2cccs2)nn1-c1ccccc1	0	1	·	-0.2	-9	1	·	0	7
O=S(=O)(c1ccccc1Cl)N1CCC(O)(c2cccnc2)CC1	-4	2	-11	0.8	10	2	0.3	-6	-5
O=C(CCc1ccccc1)Nc1nn[nH]n1	-1	19	5	-0.1	-8	3	1.4	-5	11
O=C(Nc1ccccc1C(=O)O)c1cccc(C(=O)Nc2ccccc2C(=O)O)c1	1	-38	21	-0.5	-4	1	-0.6	1	-1
CCOC(=O)N1CCN(C(=O)CS(=O)(=O)c2cn(Cc3cccc(F)c3)c3ccccc23)CC1	5	-1	15	1.2	7	1	0.2	4	5
CCOc1ccc(C2C(C(=O)Nc3ccccc3)=C(C)Nc3nc(SCc4cc(C)ccc4C)nn32)cc1 (centres undefined)	0	-7	·	0.5	·	2	·	-8	13
COc1ccc(/C=N/N2CCOCC2)cc1O	-3	-5	11	1.3	9	7	0.5	7	-3
NCCCC[C@H]1CN=C(N)N1CCC12CC3CC(CC(C3)C1)C2	-2	·	11	0.0	-12	3	0.7	-4	-1
COc1cccc(CNC(=O)C2=C(C)C(=O)OC23CCN(C(C)=O)CC3)c1OC	-1	-3	·	0.7	2	-1	-0.1	-6	5
COc1ccc(OCCNc2cc(Cl)ccc2[N+](=O)[O-])cc1	-5	0	·	0.4	·	3	·	1	-9
COc1ccccc1Oc1ccc2c(c1)C(=O)N(c1ccc(Br)c3cccnc13)C2=O	-3	10	-6	1.5	2	5	1.6	8	10

Screening data from PubChem BioAssay.
